Source: PubChem BioAssay
CHT allo act: CHT positive allosteric modulators, primary screen, cell-based, membrane potential dye, choline EC20; High affinity choline transporter 1 (Homo sapiens), Q9GZV3; CHT-expressing cells; stronger effect = higher value; LV-AA mutant CHT in HEK293 cells; B-score at 10 µM; hit rate 0.49% among 310,000; AID 488977, 2010;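 active = initial fluorescence not abnormally high and integrated response B-score, plate-corrected, over 3 SD above library mean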
Target sequence (Q9GZV3 whole entry, looked up): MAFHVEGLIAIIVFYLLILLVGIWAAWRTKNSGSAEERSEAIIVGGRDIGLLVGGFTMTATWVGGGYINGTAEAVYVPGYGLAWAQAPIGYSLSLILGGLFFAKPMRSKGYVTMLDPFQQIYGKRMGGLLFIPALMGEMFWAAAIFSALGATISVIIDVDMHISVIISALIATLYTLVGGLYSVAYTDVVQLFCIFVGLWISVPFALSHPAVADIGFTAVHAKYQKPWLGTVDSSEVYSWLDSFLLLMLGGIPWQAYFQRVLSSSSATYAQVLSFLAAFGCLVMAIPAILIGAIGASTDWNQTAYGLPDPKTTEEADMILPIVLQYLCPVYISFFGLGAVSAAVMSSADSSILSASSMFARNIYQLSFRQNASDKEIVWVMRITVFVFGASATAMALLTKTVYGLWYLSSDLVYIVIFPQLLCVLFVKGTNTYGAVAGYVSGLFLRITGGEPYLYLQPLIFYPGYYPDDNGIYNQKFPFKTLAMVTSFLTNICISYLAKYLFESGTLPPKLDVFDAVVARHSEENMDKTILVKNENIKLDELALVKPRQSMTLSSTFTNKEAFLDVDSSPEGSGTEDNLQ
OX1R antagonist: OX1R (HCRTR1) antagonists, primary screen, fluorescence, CHO/OX1R cells, Fluo-8 calcium, orexin A; Orexin/Hypocretin receptor type 1 (Homo sapiens), O43613; Fluo-8 calcium fluorescence; inhibition, % at 5 µM; hit rate 0.43% among 330,000; AID 434989, 2010;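 active = inhibition above its plate's threshold, mean inhibition of all tested compounds on the plate plus 3 SD, cut at about 37% in these data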;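 also: 0% = orexin A challenge wells and 100% = SB-334867-A antagonist wells; not every result past the cut was called active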
Target sequence (O43613 whole entry, looked up): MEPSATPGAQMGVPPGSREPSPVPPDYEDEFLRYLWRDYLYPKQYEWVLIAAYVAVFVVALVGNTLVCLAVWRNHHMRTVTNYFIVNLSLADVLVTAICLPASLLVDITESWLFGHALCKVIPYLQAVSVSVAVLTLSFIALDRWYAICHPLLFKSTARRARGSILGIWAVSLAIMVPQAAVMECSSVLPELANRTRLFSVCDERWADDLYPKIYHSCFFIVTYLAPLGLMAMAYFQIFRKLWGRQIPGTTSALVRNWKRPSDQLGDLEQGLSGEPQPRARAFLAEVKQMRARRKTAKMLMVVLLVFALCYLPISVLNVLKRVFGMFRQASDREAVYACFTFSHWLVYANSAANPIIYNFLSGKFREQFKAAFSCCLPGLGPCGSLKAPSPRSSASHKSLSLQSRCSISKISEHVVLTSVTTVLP
* marks the source's active call; other numbers are inactive results; i = inactive; . = no result given.

Start of the data: the first 5 entries, ahead of the listing:
SMILES	CHT allo act	OX1R antagonist
CCCCSc1nc2c(cnn2-c2ccc(F)cc2)c(=O)[nH]1	i	-4
O=C(NCc1ccco1)c1ccc2c(c1)N(Cc1ccc(Cl)cc1)CCS2	i	-15
CC(=O)CC(=O)Nc1cccc2c1CCCC2	i	-18
O=C(O)CSCc1nc2ccccc2s1	i	-8
Cc1cc(C)c2c(=O)n(-c3ccccc3)[nH]c2n1	i	6

This part in full, previewed entries included:
SMILES	CHT allo act	OX1R antagonist
CCCCSc1nc2c(cnn2-c2ccc(F)cc2)c(=O)[nH]1	i	-4
O=C(NCc1ccco1)c1ccc2c(c1)N(Cc1ccc(Cl)cc1)CCS2	i	-15
CC(=O)CC(=O)Nc1cccc2c1CCCC2	i	-18
O=C(O)CSCc1nc2ccccc2s1	i	-8
Cc1cc(C)c2c(=O)n(-c3ccccc3)[nH]c2n1	i	6
COCCN(C(=O)COC(=O)c1ccc2[nH]c(C)c(C)c2c1)c1c(N)n(Cc2ccccc2)c(=O)[nH]c1=O	i	-16
COc1cccc(CN(C(=O)c2cc3ccccc3oc2=O)C2CCS(=O)(=O)C2)c1 (configuration not stated)	i	-27
CC(=O)Nc1ccc(N(C(=O)c2ccco2)C(C(=O)NC2CCCC2)c2cccs2)cc1 (configuration not stated)	i	-1
Cc1cc(=O)oc(C)c1C(=O)Nc1ccc(F)cc1	i	-1
CC(C)CCNC(=O)c1csc2c1CCCCC2	i	-13
CCOc1ccc(-n2c(=S)sc3c(=O)[nH]c(SCC(=O)NCC4CCCO4)nc32)cc1 (configuration not stated)	i	-2
Cc1ccc(NC(=O)NC2CC(=O)N(c3ccc4c(c3)OCCO4)C2)c(C)c1 (configuration not stated)	i	-6
Cc1cc(S(=O)(=O)NC2CC(C)(C)NC(C)(C)C2)c(Cl)cc1Cl	i	-15
O=[N+]([O-])c1cccnc1N1CCOCC1	i	6
CCOC(=O)C1(CC2CCCCO2)CCN(Cc2nc(C(C)C)cs2)CC1 (configuration not stated)	i	-17
Cc1ccc(NC(=O)COc2cccc(C)c2C)cc1S(=O)(=O)N1CCCCCC1	i	-12
Cc1cccc(N2C(=O)CC(c3ccc(F)cc3)C3=C2COC3=O)c1 (configuration not stated)	i	-12
CCOC(=O)N1CCN(C(=O)N2CCOCC2)CC1	i	14
O=C(NCCN1C(=O)S/C(=C\c2ccc(Cl)c(Cl)c2)C1=O)c1cnccn1	i	-3
CCN(CC(=O)Nc1ccc(OC)cc1)C(=O)c1ccc(=O)n(Cc2ccccc2)n1	.	-18
COc1cc(-c2cc(C(=O)Nc3ccc(S(N)(=O)=O)cc3)c3ccccc3n2)cc(OC)c1OC	i	-17
O=C(CC1CS(=O)(=O)CC1CC(=O)Oc1ccccc1F)Oc1ccccc1F (configuration not stated)	i	-5
COc1ccc(C(=O)NCCCOC(C)C)cc1OC1CCN(C(C)=O)CC1	i	-12
CC(=O)Nc1sc2c(c1C#N)CCC2	i	-17
O=C(CCn1c(=S)oc2ccccc21)N1CCN(c2ccc(F)cc2)CC1	i	-15
CC1=CC(C)C2(CO)COC(c3ccccc3O)C1C2C (configuration not stated)	i	-13
COc1ccc(C)cc1NC(=S)NNC(=O)c1c(Br)cnn1C	i	-7
O=C(O)CCCN1C(=O)/C(=C/c2ccncc2)SC1=S	i	-6
N#CCCN(C(=O)COC(=O)c1ccc(S(=O)(=O)N2CCCCCC2)cc1)c1ccccc1	i	-27
Cc1nn(CCC(=O)NNC(=S)Nc2ccc(Cl)cc2)c(C)c1[N+](=O)[O-]	i	-16
CC(C)(C)NC(=O)Nc1cccc(Cl)c1Cl	i	-24
O=C(CN1CCCCCC1)Nc1ccc(Br)cc1[N+](=O)[O-]	i	-15
COc1ccc(/C=C/C(=O)c2c(O)cc(C)oc2=O)c(OC)c1	i	8
COc1ccc(-c2cc(-c3ccccc3)c(C#N)c(S(C)(=O)=O)n2)cc1	i	-14
Cc1nn(CC(=O)N(C)c2c(N)n(Cc3ccccc3)c(=O)[nH]c2=O)c(C)c1[N+](=O)[O-]	.	0
C=CCOC(=O)c1sc(NC(=O)c2ccco2)nc1C	i	-15
Cc1nn(C)c(C)c1NC(=O)CN1CCC(O)(c2ccc3c(c2)OCO3)CC1	i	-15
CCOC(=O)Oc1ccc2c(=O)c(Oc3cc(C)cc(C)c3)coc2c1	i	-3
COc1ccc(N2C(=O)CC(Sc3nnc(-c4ccccc4)o3)C2=O)cc1 (configuration not stated)	i	-6
COc1ccc(-c2cc(C)no2)cc1S(=O)(=O)N1CCOc2ccc(Cl)cc21	i	-4
CCOC(=O)c1c(NC(=O)c2ccccc2)sc2c1CCc1ccccc1-2	i	-16
COc1ccc(CCNC(=O)c2cc(S(=O)(=O)N3CCOCC3)cn2C)cc1OC	i	-9
Cc1ccnc(SC2CC(=O)N(c3ccc(Br)cc3)C2=O)n1 (configuration not stated)	i	.
Cc1ccc(/C=N/NC(=O)Cc2ccc(Cl)cc2)c(O)c1	i	.
CSCCC(NC(=O)COc1ccccc1)C(=O)N1CCN(c2ccccc2Cl)CC1 (configuration not stated)	i	-23
Cc1ccc(C(=O)NCc2ccccc2)c(F)c1F	i	-19
Cc1cc(-n2c(C)cc(C(=O)COc3ccccc3[N+](=O)[O-])c2C)no1	i	-22
CN(C(=O)CSc1nc2ccccc2s1)c1c(N)n(Cc2ccccc2)c(=O)[nH]c1=O	i	-9
COc1ccc(S(=O)(=O)NC(CC(=O)NCc2ccccc2OC)c2ccco2)cc1 (configuration not stated)	i	-20
CCOC(=O)c1cc(-c2ccccc2)n(CC(=O)NC(C)(C)C)c1C	i	-12
O=C(CSc1ccc2nnc(-c3ccccn3)n2n1)Nc1ccc(F)cc1F	i	-12
Cc1ccc(Cl)cc1NC(=S)N(CCCN1CCOCC1)Cc1ccccn1	i	-20
CCCC1(c2ccccc2)NC(=O)N(CC(=O)Nc2cc(C)ccc2OC)C1=O (configuration not stated)	i	-8
C=CC1=C2C=C(C3CC3)N(CCCN(CC)CC)C=C2C(=O)C(C)(OC(=O)c2ccco2)C1=O (configuration not stated)	i	-32
Cc1nc(Cc2nnc(SC(C)C(=O)Nc3cccc(C#N)c3)o2)cs1 (configuration not stated)	i	-11
Cc1cccc(N2CCN(Cc3cn(C)nc3-c3ccccc3F)CC2)n1	i	-25
COCCOC(=O)C1=C(C)NC2=C(C(=O)CCC2)C1c1ccc2c(c1)OCO2 (configuration not stated)	i	-9
Cc1cccc2nc(Cn3c(=O)n(CCC(=O)NCc4ccco4)c(=O)c4sccc43)cc(=O)n12	i	-22
CC1=C(C(=O)OC2CCCCC2)C(c2cccnc2)n2ncnc2N1 (configuration not stated)	i	-15
O=S(=O)(Nc1ccc2cn[nH]c2c1)c1ccc(C(F)(F)F)cc1	.	-7
(further entries)
SMILES	CHT allo act	OX1R antagonist
CN(CC(=O)NCc1ccco1)CC(=O)Nc1c(Cl)cccc1Cl	.	-11
O=C(O/N=C(/c1ccccc1)c1ccncc1)c1cccc(F)c1	i	-6
COc1ccc(-c2nnc(-c3ccc(OCC(C)C)cc3)o2)cc1	i	-21
COc1ccc(Cl)cc1N(CC(=O)N1CCCCC1)S(C)(=O)=O	i	-10
Cc1cc(Cl)ccc1OC(C)C(=O)NN=C1CCCCCC1 (configuration not stated)	i	-19
COc1ccc(OC(C)C(=O)N2CCCc3ccccc32)cc1 (configuration not stated)	i	0
COCC(=O)N(Cc1cc2ccc(C)cc2[nH]c1=O)c1ccc(C)cc1C	i	-8
Cn1cc(C(=O)C(F)(F)F)c2ccccc21	i	-15
O=C(c1ccccc1)c1cc[n+]([O-])cc1	i	-14
Cc1cc(C)cc(N(CC(=O)NC2CCCC2)C(=O)CNC(=O)c2cccs2)c1	i	-20
COCCN(Cc1cc2ccccc2[nH]c1=O)C(=O)c1ccccc1OC	i	-13
Cc1ccc(C(=O)Nc2ccc(OCc3ccccc3)cc2)cc1[N+](=O)[O-]	i	9

Shown comma-delimited: 5 of the compounds above.
compound,CHT allo act,OX1R antagonist
Cc1cc(Cl)ccc1OC(C)C(=O)NN=C1CCCCCC1 (configuration not stated),i,-19
COc1ccc(OC(C)C(=O)N2CCCc3ccccc32)cc1 (configuration not stated),i,0
COCC(=O)N(Cc1cc2ccc(C)cc2[nH]c1=O)c1ccc(C)cc1C,i,-8
Cn1cc(C(=O)C(F)(F)F)c2ccccc21,i,-15
O=C(c1ccccc1)c1cc[n+]([O-])cc1,i,-14

Later entries:
SMILES	CHT allo act	OX1R antagonist
CCN(CC)CCN(C(=O)CCS(=O)(=O)c1ccccc1)c1nc2cc(C)cc(C)c2s1	i	-22
Cc1ccc(S(=O)(=O)N2CCCCC2C(=O)N2CCN(C)CC2)cc1 (configuration not stated)	i	-15
CC(=C/c1ccccc1)/C=N/NC(=O)c1ccc2nc[nH]c2c1	i	9
Cc1nn(-c2ccccc2)c2sc(C(=O)NCCN3CCOCC3)cc12	i	-15
CCC(C)(C)NC(=O)C(c1ccco1)N(C(=O)Cn1nnc2ccccc21)c1ccc2c(c1)OCO2 (configuration not stated)	i	-17
CCOC(=O)c1ccc(NC(=O)CCNS(=O)(=O)c2cc(Br)cnc2N)cc1	i	2
COC(=O)c1cc(C(=O)OCC(=O)Nc2cc(C)on2)cc([N+](=O)[O-])c1	i	-8
CCCCN(Cc1cc2cc(OC)ccc2[nH]c1=O)C(=O)c1ccccn1	i	-24
Cc1ccc2oc(=O)n(CCOc3ccccc3C)c2c1	i	-35
COc1ccc(NC(=O)C2CCN(C(=O)NC3CCCCC3)CC2)c(OC)c1	i	-6
Cc1ccc2oc3c(c(=O)c2c1)C(c1cccc(Cl)c1)N(CCCN1CCOCC1)C3=O (configuration not stated)	i	-39
CC(C)[C@H](NC(=O)c1ccco1)C(=O)OCc1cc(=O)n2c(n1)sc1ccccc12	i	-26
COCCCNC(=O)CC1Oc2ccccc2NC1=O (configuration not stated)	i	-4
COc1cccc(C2C3(C#N)C(N)=NC(OC)(OC)C23C#N)c1 (configuration not stated)	i	-4
CCc1cc2ccc(C)cc2nc1SCC(=O)N1CCN(C(=O)c2ccco2)CC1	i	-30
CCOC(=O)N1CCN(Cc2nc3cc(NC(=O)C(C)C)ccc3n2C)CC1	i	-2
Cc1cccc(Nc2nc(-c3ccccn3)cs2)n1	i	20
CC(=O)Nc1ccc(S(=O)(=O)NCCc2csc(C)n2)cc1	i	-15
Cc1ccc(OCCNC(=O)CCc2nc3sc4c(c3c(=O)[nH]2)CCCC4)cc1	i	-20
CCc1cc(=O)oc2cc(OCC(=O)NCCCN3CCOCC3)c(Cl)cc12	i	-19
O=S(=O)(NC1CC2CCC1C2)c1ccc(Br)cc1 (configuration not stated)	i	-16
C=CCC[C@@H](Cc1ccc(F)cc1)C(=O)OC[C@@H](Cc1c[nH]c2ccccc12)NC(=O)[C@H](CC=C)CC(=O)NCCO	.	-15
COc1cccc(/C=N/NC(=O)CSc2nnc(C)n2-c2ccccc2)c1O	i	-16
CC1CN(C(=O)c2ccccc2Nc2ccc(SC(F)F)cc2)CC(C)O1 (configuration not stated)	i	-36
CCOC(=O)c1c(NC(=O)c2c(-c3ccccc3)noc2C)sc(C)c1-c1ccccc1	i	12
CCCCCOc1ccc(C(=O)CCN2CCOCC2)cc1	i	-5
COc1ccc(CC(=O)N2CCCC2)c(OC)c1	i	-4
C[C@H](NC(=O)[C@@H]1Cc2ccccc2CN1)C(=O)NCC1CCCO1 (some centres not stated)	i	-5
O=C(O)/C=C/C(=O)Nc1ccc(Cl)c(C(=O)O)c1	i	-13
COc1ccc(-c2nnc(CSc3nc4ccccc4c(=O)n3CC3CCCO3)o2)cc1OC (configuration not stated)	i	-27
CCOC(=O)c1ccc(CNC(=O)CCC(=O)O)cc1	i	-5
Cc1ccc(NS(=O)(=O)c2cc(C(=O)Nc3cccc(N(C)S(C)(=O)=O)c3)ccc2C)c(C)c1	i	14
CCNc1nc2ccccc2[nH]1	i	-12
OCc1ccnc2oc3ccccc3c12	i	-12
COc1ccc(C2C(C#N)=C(N)Oc3c2sc2nc(C)cc(C)c32)cc1 (configuration not stated)	i	-21
CN(C)/C=C/C1=CC(=O)CC(C)(C)C1	i	-28

Reprinted from the listing for reference:
SMILES	CHT allo act	OX1R antagonist
OCc1ccnc2oc3ccccc3c12	i	-12
COc1ccc(C2C(C#N)=C(N)Oc3c2sc2nc(C)cc(C)c32)cc1 (configuration not stated)	i	-21
CN(C)/C=C/C1=CC(=O)CC(C)(C)C1	i	-28

The results go on.
SMILES	CHT allo act	OX1R antagonist
COc1ccc(CN2CCNC(=O)C2CC(=O)N(C)Cc2ccon2)cc1OC (configuration not stated)	i	11
O=C(N/N=C/c1ccc2c(c1)OCO2)C(=O)Nc1ccccc1	i	3
COc1ccc(-c2nnc(SCC(=O)Nc3cccc(Cl)c3)o2)cc1	i	-8
O=C(Nc1ccccc1N1CCCCC1)c1cc(S(=O)(=O)N2CCOCC2)ccc1Cl	i	-24
CCOc1ccc2oc(C(=O)NNC(=O)c3csc(N4CCOCC4)n3)c(C)c2c1	i	-17
